High-throughput results deposited in PubChem by several laboratories.
WT yeast gro inh = growth inhibition of WT yeast, mitochondrial fusion screen | mitochondrial fusion phenotypic screen, WT strain | inhibition, % at 10 µM | 190,000 compounds, 2.1% hits | AID 1362; in the data active = inhibition above about 58%; tested in S. cerevisiae
bCat nuc transl = modulators of beta-catenin nuclear translocation; HeLa beta-catenin nuclear translocation, immunofluorescence imaging; nuclear translocation activity, % at 5 µM; 190,000 compounds, 0.3% hits; AID 1665;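 active = nuclear translocation activity above 50% at 5 µM, with a well cell count of 50 or more; inconclusive = wells under 50 cells across six images, flagged as toxic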;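 also: per-cell ratio of nuclear to cytoplasmic median beta-catenin stain intensity; plate controls were DMSO negative control for no effect and GSK-3 inhibitor IX positive control for full effect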
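System: HeLa cells, endogenous beta-catenin; compound dosing: 5 µM primary single dose, 0.1% DMSO, 0.02–20 µM confirmation series; incubation: 24 h compound exposure at 37°C, 5% CO2; signal: beta-catenin immunofluorescence imaging with DAPI; evaluation: % activation, nuclear-to-cytoplasmic median beta-catenin signal ratio per cell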
T cell modulator = T cell immune modulation candidate | calls only at 7 µM | AID 2052 | 2C CD8+ T cell-vesicle binding, flow cytometry; stronger effect = lower value | 330,000 compounds, 0.068% hits;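 active = response, share of CD8 T cells binding vesicles, and their 90th percentile fluorescence all below set limits, cut at about 80% in these data, passing the limit was not always enough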
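Material: murine 2C transgenic CD8+ T lymphocytes / Also added: QL9-peptide-loaded Drosophila micro-vesicles bearing Ld, ICAM-1 and B7-1 / Schedule: binding step 1.5 h, 37 °C, antibody labelling 20 min, ice / Signal: flow cytometry, PE anti-B7-1 (FL2) versus Alexa647 anti-CD8 (FL8), PFA-fixed / Evaluation: percent CD8+ FL2 mean versus row control / Benchmarks: naked versus QL9-loaded vesicles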
Dynein transport = dynein cargo transport inhibition; 3617.4 mouse cells, GR-EGFP nuclear translocation imaging; test concentration mostly 20 µM; stimulated with dexamethasone, 1 µM; stronger effect = lower value; z-score, hits read low; 220,000 compounds, 0.47% hits; AID 1381;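 active = plate z-score of nuclear minus cytoplasmic receptor signal below a set negative limit, without overly bright fluorescence or cell loss, cut at about -3.5 in these data, passing the limit was not always enough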;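 also: z-score of nuclear minus cytoplasmic ring GR-EGFP intensity difference per well; some compounds called inactive have numbers as strong as hits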
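Buffer or medium: tet-free medium with charcoal-stripped serum / Also added: dexamethasone agonist, 1.0 µM final, for 30 min / Timing: induction 48 h, compound 1 h, agonist 30 min / Measured by: high-content fluorescence imaging after fixation / Read-out: nuclear-to-cytoplasmic GR-EGFP distribution per well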
Autophagy mod = autophagy modulation, high-content screen; calls only at 10 µM (by protocol); MEF GFP-LC3 puncta imaging; test concentration mostly 10 µM; 190,000 compounds, 0.98% hits;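 active = percentage of spot-positive cells more than 3 SD above its plate mean, without a fluorescence outlier flag or 80% toxicity; inconclusive = no clear call, values can overlap the other calls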;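 also: spot-positive cell cutoff set from DMSO-treated cells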
M1AAP inhibition = P. falciparum M1AAP inhibitors, biochemical, fluorogenic H-Leu-NHMec substrate, 1536-well (AID 1445). inhibition, % at 30 µM, or IC50 in µM where a hit was titrated. 220,000 compounds, 0.42% hits. recombinant M1AAP, H-Leu-NHMec fluorogenic kinetic assay; higher % means a stronger effect;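 active = primary inhibition above the hit cutoff, then over 50% inhibition at one or more dose response concentrations, cut at about 23% in these data, passing the limit was not always enough; inconclusive = conflicting primary data, or primary hits not chosen for dose response; inactive = low primary inhibition, or under 50% at every dose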;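 also: plate controls were DMSO full reaction for no effect and no enzyme background for full effect; strong numbers were not always called active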
M17LAP inhibition = P. falciparum M17LAP inhibitors, primary screen, biochemical, fluorogenic H-Leu-NHMec substrate, 1536-well (AID 1619); recombinant M17LAP, H-Leu-NHMec fluorogenic kinetic assay; higher % means a stronger effect; inhibition, % at 30 µM; hits with a dose series show IC50 in µM; 220,000 compounds, 0.38% hits;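 active = compound inhibiting the enzyme by more than half at any dose during confirmatory dose-response retesting; inconclusive = strong single-dose inhibitors picked by rank but not retested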;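 also: plate controls were full reaction with DMSO carrier for no effect and no enzyme background for full effect; strong numbers were not always called active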
MT stabilizer = stabilizes microtubules in HeLa cells. % tubulin-high responders, % at 10 µM. 200,000 compounds, 0.83% hits. HeLa tubulin immunostaining HCS, 24 h; share of cells brighter than vehicle mean+2SD;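 active = plate Z-score above 3 for both tubulin-high and condensed-nucleus cell shares, with cell loss under 80%, at 10 µM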;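 also: anti alpha tubulin signal scored within the nucleus-defined area of each cell; some results filed as inactive read as strong as hits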
Yfh1-off respiration = enhancers of respiration in Yfh1-depleted yeast, dose response, Friedreich's ataxia, plus single-dose screen (AID 1465). S. cerevisiae Yfh1-off respiration, WST-1 reduction, 72 h; higher fold induction means a stronger effect. one-dose fold induction at 50 µM; EC50 in µM for titrated hits. 220,000 compounds, 0.074% hits;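 active = fold induction of absorbance versus untreated yeast above a set limit, then at least 30% activation at any dose in follow-up; inconclusive = repeats straddling the limit, or above it without dose testing; inactive = fold induction below the set limit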;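 also: activators that raise dye reduction in frataxin-depleted yeast; strong numbers were not always called active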
WT yeast gro inh mutant strain = recorded beside WT yeast gro inh, whose call it bears; inhibition, %; mitochondrial fusion phenotypic screen, mutant strain inhibition
Dynein transport cytoplasmic EGFP = further read-out of Dynein transport, marked with its call; z-score; measured here: cytoplasmic GR-EGFP intensity; stronger effect = higher value
Dynein transport nuclear GR-EGFP = second read-out of Dynein transport, no call of its own (marks repeat the call); z-score; measured here: nuclear GR-EGFP intensity;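 lower value marks the stronger effect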
Dynein transport cell count = also measured in Dynein transport; calls as there; z-score; measured here: cell count per field
bCat nuc transl cell count 5 µM = second read-out of bCat nuc transl, no call of its own (marks repeat the call); cell count; measured here: cell count, cytotoxicity flag
T cell modulator vesicle-bound % = also measured in T cell modulator; calls as there; double positive events, %; measured here: CD8+ vesicle-bound cell fraction;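 binding gate set so that unloaded-vesicle control wells show 10% double positive cells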
MT stabilizer Hoechst-high % = second read-out of MT stabilizer, no call of its own (marks repeat the call); % Hoechst-high responders; measured here: nuclear condensation Hoechst responders;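 share of cells brighter than vehicle mean plus two SD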
MT stabilizer cytotoxicity % = recorded beside MT stabilizer, whose call it bears; toxicity, %; measured here: cytotoxicity by cell density;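 0% = mean cell density of plate MIN control wells and 100% = no cells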
Autophagy mod cell loss 18 h = further read-out of Autophagy mod, marked with its call; toxicity, %; measured here: cell loss, nuclei count;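 cell loss after 18 h compound exposure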
* hit, by the source's call; i = inactive; ? = inconclusive; . = not tested or not shown; + = active, no number.

canonical_smiles	WT yeast gro inh	WT yeast gro inh mutant strain	bCat nuc transl	bCat nuc transl cell count 5 µM	T cell modulator	T cell modulator vesicle-bound %	Dynein transport	Dynein transport cytoplasmic EGFP	Dynein transport nuclear GR-EGFP	Dynein transport cell count	Autophagy mod	Autophagy mod cell loss 18 h	M1AAP inhibition	M17LAP inhibition	MT stabilizer	MT stabilizer Hoechst-high %	MT stabilizer cytotoxicity %	Yfh1-off respiration
CC(=O)Nc1nc2ccccc2n1Cc1ccc(Cl)cc1	.	.	-0.4	1299	i	38	0.063	-0.24	0.12	-0.16	.	.	-5%	-3%	.	.	.	i
CCN(CC)CCNC(=O)c1cc2c(-c3ccc(Cl)cc3)nn(C)c2s1	18	6	.	.	i	36	-0.82	-0.13	-0.35	0.33	+	9.4*	7%	-48%	2.7	1.1	10	i
COC(=O)c1sc2ncn(N)c(=O)c2c1C	.	.	1.2	1313	i	16	1.4	-0.21	1.2	-1.2	.	.	-2%	4%	.	.	.	i
COc1ccc2c(c1)/C(=N/OC(=O)c1cccs1)CCC2	71*	23*	.	.	i	59	0.57	-0.37	-0.14	0.29	i	0	1%	-3%	0.8	1.8	3.6	i
C[C@H](NC(=O)c1ccco1)C(=O)Nc1ccc2c(c1)OCO2	20	13	1.1	955	i	48	0.5	0.64	0.58	-0.55	i	-25	13%	16%	1.6	1.5	9.3	i
CC1CC(=O)C2=C(C1)Nc1ccccc1N(C(=O)COc1ccccc1)C2c1ccco1 (stereo unspecified)	-3	-13	1.6	1145	i	22	0.086	-0.32	-0.16	0.018	i	-3	11%	-1%	4.7	2.8	7.1	i
CCOC(=O)c1ccc(NC(=O)CCc2nc(-c3ccccc3)no2)cc1	30	26	1.8	1093	i	33	-1.3	-0.2	-0.24	0.63	i	-2	2%	4%	2.1	2.0	1.2	i
c1ccc(-c2cc(-c3nnc4sc(-c5ccccn5)nn34)[nH]n2)cc1	-60	-17	-1.1	1194	i	14	-0.2	-0.22	0.22	0.33	i	6	-7%	-9%	5.6	3.0	7.6	.
COC(=O)CCCC1=CC2=CC(=O)C(C)(OC(=O)c3cccs3)C(=O)C2=CN1Cc1ccco1 (stereo unspecified)	.	.	2.4	1077	i	16	1.8	-0.54	1.5	-1.9	.	.	10%	1%	.	.	.	i
O=c1[nH]c(CN2CCN(S(=O)(=O)c3ccccc3C(F)(F)F)CC2)nc2sc3c(c12)CCCC3	31	9	-0.8	1063	i	5	-0.13	-0.21	-0.045	0.66	i	-5	0%	8%	3.6	1.4	11	i
O=C(Nc1nnc(SCc2c(Cl)cccc2Cl)s1)c1ccc2ncsc2c1	-11	-19	-2.5	992	i	24	-0.31	-0.26	-0.19	0.63	i	12	4%	0%	3.9	2.1	4.7	i
O=C(CN1CCCC1)Nc1cc(C(F)(F)F)ccc1Cl	-18	13	-0.1	1021	i	26	-0.74	-0.32	-0.002	0.66	i	6	8%	2%	5.0	2.3	8.1	i
N=c1sccn1CC(=O)Nc1cc(Cl)ccc1[N+](=O)[O-]	7	-1	2.9	1032	i	41	1.1	-0.2	0.49	-0.31	+	6.8*	1%	-6%	6.2	0.6	1.1	i
CC(C)S(=O)(=O)c1cnc(-c2cccnc2)nc1N	.	.	0.4	1313	i	16	-1.2	-0.23	-0.5	-0.32	.	.	1%	-5%	.	.	.	i
C#Cc1ccc([C@H]2C=C(C(=O)N3CCN(Cc4ccccc4)CC3)O[C@@H](OCc3ccc(CO)cc3)C2)cc1	1	-4	-0.2	1183	i	18	-1.5	0.13	-0.46	0.51	i	5	7%	-1%	2.2	1.6	6.5	i
CCCN(Cc1cc2ccc(C)cc2[nH]c1=O)S(=O)(=O)c1ccccc1	-16	-6	.	.	i	17	-0.067	-0.19	0.064	0.15	i	-8	10%	-6%	1.9	1.9	6.4	i
O=C(CSc1nnc(Cc2ccccc2)o1)c1ccccc1	6	-4	-0.1	1556	i	51	-1.3	-0.29	-0.35	0.13	i	15	4%	9%	.	.	.	i
Cc1nc2cc(NS(=O)(=O)c3ccc(Br)cc3)ccc2n1C	-4	3	0.1	922	i	4	0.098	-0.08	0.18	0.26	i	4	-5%	1%	1.7	1.9	6.6	i
O=C(Nc1ccncc1)C1COc2ccccc2O1 (stereo unspecified)	-3	7	.	.	i	48	1.8	-0.29	1.1	-0.33	i	-1	12%	-2%	3.1	1.8	6.3	.
CCN(CC)CCN(C)C1CCC(c2ccccc2)CC1 (stereo unspecified)	2	2	0.9	1265	i	41	-0.52	-0.22	-0.55	0.75	i	-3	-4%	0%	2.6	2.3	8.8	i
CC(C(=O)NCC1CCCCC1)N(C)CC(=O)Nc1ccc(N2CCOCC2)cc1 (stereo unspecified)	-10	1	-1.9	1114	i	53	-0.85	-0.19	-0.61	0.58	i	0	4%	-1%	3.2	1.9	8.2	i
Fc1ccc(-c2csc(N3CCC(c4ccccc4)C3)n2)cc1 (stereo unspecified)	42	43	-0.6	1320	i	44	-0.46	-0.22	0.37	0.6	i	-14	1%	-10%	1.6	1.4	8.0	i
CC(C)(C)OC(=O)NC(Cc1ccccc1)C(=O)NCCCC(=O)O (stereo unspecified)	.	.	-0.3	1293	i	35	-0.5	-0.77	-0.088	0.13	.	.	6%	-3%	.	.	.	i
COC(=O)NC(NC(=S)Nc1ccc([N+](=O)[O-])cc1)C(Cl)(Cl)Cl (stereo unspecified)	-5	-15	1.3	1047	i	8	-0.13	-0.2	-0.031	0.55	i	3	4%	-1%	2.5	2.3	3.3	i
N#CCCN1CCN(S(=O)(=O)c2ccc(S(=O)(=O)N3CCCCCC3)cc2)CC1	-1	-4	-4.4	1134	i	21	1.7	-0.19	1	0.28	i	1	2%	-7%	2.0	3.4	16	i
Cc1cc(NC(=O)COC(=O)CSc2nc3cc(Cl)ccc3n2Cc2ccccc2)no1	17	0	2.8	740	i	63	-0.14	0.14	0.23	-1.4	i	-1	-1%	9%	1.6	2.6	11	.
CC12CN3CC(C)(CN(C1)C3c1ccc([N+](=O)[O-])o1)C2 (stereo unspecified)	.	.	0.5	1367	i	21	-0.82	-0.72	-0.74	-0.091	.	.	7%	10%	.	.	.	i
CCOc1ccc(N2C(=O)/C(=C/c3ccccc3OCC(=O)OC)N(CC(=O)OC)C2=S)cc1	21	1	-0.7	1504	i	64	-0.84	0.61	-0.26	-1.5	i	-16	4%	12%	4.9	1.2	2.6	i
CCN1CCN(Cc2ccc(NC(=O)c3cc(NC(=O)c4cc(-c5ccc(OC)cc5)n[nH]4)cc(OC)c3)cc2C(F)(F)F)CC1	.	.	-1.0	1371	i	44	-1.1	-0.74	-0.35	0.18	.	.	-1%	4%	.	.	.	i
COC(=O)Cc1ccc(NC(=S)N2CCN(c3cc(Cl)ccc3C)CC2)cc1	11	7	-1.1	1005	i	45	-0.53	-0.18	-0.058	0.6	i	9	3%	3%	1.7	1.5	12	i
Cc1ccc(NC(=O)Cc2nnc(SCC(=O)c3ccc(Br)cc3)n2C)cc1Cl	8	-1	.	.	i	25	0.32	-0.22	0.58	-0.099	i	-3	4%	11%	1.9	1.5	7.9	.
CC(=O)c1ccc(S(=O)(=O)Nc2cccc(-c3cn4c(n3)SCC4)c2)cc1	-20	5	-0.9	1099	i	46	-0.47	-0.014	0.14	0.69	i	-1	?	5%	5.6	2.9	11	i
